# KAT2A inh – GCN5L2 (KAT2A) acetyltransferase inhibition; GCN5L2 HAT assay, ThioGlo1 CoA-SH fluorescence; Potency, µM (doses to about 58.9 µM), without a hit: at the top dose activity change, negative = inhibition, most hits filed as inhibitors; 0.21% of 390,000 active
#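 Titration-based screen in which CoA formation is detected via maleimide probe ThioGlo1 (50uM) turning fluorescent on thiol reaction; substrates H3(1-25) 75uM and acetyl-CoA 70uM, GCN5L2 20nM, 20 min incubation at room temperature.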
# FEN1 inhibitor – inhibitors of human flap endonuclease 1 | P39748 | Recombinant FEN1 flap cleavage, fluorescence, 15 min | Potency, µM (doses to about 114 µM), inactives show at the highest dose activity change, negative = inhibition, hits mostly inhibitors | 0.35% of 390,000 active | AID 588795; also: nearly all actives have a fitted effect of over 65% in size
# Target sequence (P39748 whole entry, looked up): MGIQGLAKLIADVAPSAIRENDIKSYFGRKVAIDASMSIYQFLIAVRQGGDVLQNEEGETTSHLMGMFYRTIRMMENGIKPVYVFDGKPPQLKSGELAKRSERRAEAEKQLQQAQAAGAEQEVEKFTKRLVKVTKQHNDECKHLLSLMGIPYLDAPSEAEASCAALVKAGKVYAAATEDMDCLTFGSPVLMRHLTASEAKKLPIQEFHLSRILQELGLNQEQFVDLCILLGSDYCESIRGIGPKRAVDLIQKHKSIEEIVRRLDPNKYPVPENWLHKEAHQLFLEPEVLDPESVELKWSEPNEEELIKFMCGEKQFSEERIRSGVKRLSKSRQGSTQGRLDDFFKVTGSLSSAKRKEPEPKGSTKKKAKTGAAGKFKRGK
#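 Quantitative HTS format: each compound was titrated, incubated with 10 nM nuclease for 15 min at room temperature, then challenged with flap substrate at 50 nM final. Signal change over 15 min gave concentration–effect curves.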
# N370S GC – inhibitors or activators of N370S glucocerebrosidase for Gaucher disease | AID 2101 | N370S GC spleen homogenate, 4MU-glucoside fluorescence | 0.092% of 330,000 active | Potency, µM (highest dose often 59.4 µM), for the others: at the top dose activity change, negative = inhibition, usual class: inhibitors;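 also: 0% = full enzyme activity and -100% = no enzyme basal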
# Starred values were filed as active, the others as inactive; ? = inconclusive; nt = not tested or not shown; & = joins results of further samples. Calls follow the shape of the dose curve; as a rule, active = well fitted curve in the direction sought with a large enough effect; inconclusive = small, poorly fitted or top-dose-only effect, or another doubt; inactive = no such curve, though single readings can be large; an effect the other way counts as inactive or inconclusive. Unless noted, % is scaled to controls: 0 for no effect and ±100 for the full control effect; potency is read from the fitted curve at half-maximal effect.
[1] COCCn1c(C)cc(O)c(C(c2ccccc2Cl)N2CCN(c3ccccc3)CC2)c1=O (stereo not drawn)
[2] Cc1c(-n2c(-c3ccccc3)nc3ccccc3c2=O)c(=O)n(-c2ccccc2)n1C
[3] O=C(Cn1cc(C(F)(F)F)ccc1=O)N/N=C/c1ccc(F)cc1
[4] O=[N+]([O-])c1cc(S(=O)(=O)N2CCCCC2)ccc1NCc1cccc(Cl)c1
[5] CC1CCN(Cc2nc(-c3ccc(Cl)cc3)no2)CC1
[6] CCOC(=O)c1ccc(NC(=O)C2CCN(S(=O)(=O)c3c(C)nn(C)c3C)CC2)cc1
[7] COc1ccc(C(=O)NCCS(=O)(=O)N2CCN(C(=O)c3ccco3)CC2)cc1
[8] O=c1oc2ccccc2c(Nc2ccc(F)cc2)c1[N+](=O)[O-]
assay / entry | 1 | 2 | 3 | 4 | 5 | 6 | 7 | 8
KAT2A inh | 0% | 0% | -4% | 14% | -5% | -3% | 3% | -14%
FEN1 inhibitor | 13% | 6% | 8% | -1% | 11% | -3% | 5% | 14%
N370S GC | nt | 12% | -1% | 5% | 0% | -14% | -2% | -27%

[9] CCNC(=S)N/N=C/c1ccc(F)cc1
[10] COc1c2c(nc3ccccc13)OC(C(C)(O)CO)C2 (stereo not drawn)
[11] COc1ccc(OC)c(S(=O)(=O)N2CCCC(C(=O)N3CCOCC3)C2)c1 (stereo not drawn)
[12] Clc1cccc2c1Sc1ccccc1CC2N1CCNCC1 (stereo not drawn)
[13] COc1ccc(OC)c(/C=N/N2CCN(c3ccc(Cl)cc3)CC2)c1
[14] O=C(Oc1cccc2ccccc12)c1ccco1
[15] CN(CCO)c1ccc(C=NNc2ccc([N+](=O)[O-])cc2S(=O)(=O)Nc2ccccc2C(=O)O)cc1
[16] N=c1ccccn1CC(O)COc1ccccc1 (stereo not drawn)
assay / entry | 9 | 10 | 11 | 12 | 13 | 14 | 15 | 16
KAT2A inh | 4% | 1% | -14% | -8% | -6% | -8% | ? | -2%
FEN1 inhibitor | nt | 6% | -2% | -6% | -8% | 0% | 79µM* | -3%
N370S GC | -1% | 5%&1%&-2% | 4% | 3% | -4% | 4% | nt | -6%

[17] O=C(COC(=O)Cc1ccc(Cl)cc1)NCc1ccco1
[18] Cc1nc(NC(=O)CCc2ccccc2)sc1C
[19] CC(=O)N1CCc2c(sc3c2c(=O)n(-c2ccccc2C)c(=O)n3CC(=O)Nc2ccccc2)C1
[20] N#CCC(=O)N/N=C/c1cc(Br)ccc1OCc1cccc2ccccc12
[21] COC(=O)c1cn(NC(=O)c2ccncc2)c(=O)c2ccccc12
[22] Clc1cccc(Cl)c1CSc1nnc2ccccn12
[23] COc1ccc(OC)c(C2SCCN2S(=O)(=O)c2cccc(C(F)(F)F)c2)c1 (stereo not drawn)
[24] Cn1nnc(NCc2cc(Br)ccc2OCc2cccs2)n1
assay / entry | 17 | 18 | 19 | 20 | 21 | 22 | 23 | 24
KAT2A inh | -14% | -20% | -2% | -7% | -3% | 9% | -13% | -19%
FEN1 inhibitor | -14% | 11% | -2% | -23% | 3% | -2% | ? | 1%
N370S GC | nt | -12% | nt | -16% | -2% | 6% | -13% | 4%

[25] CN1CCN(c2ncc3nc(-c4ccc(F)cc4)c(=O)n(C4CC4)c3n2)CC1
[26] CCC(=O)NC(=S)Nc1ccc(NC(=O)c2ccc([N+](=O)[O-])cc2)cc1
[27] O=C(Nc1cccnc1Cl)c1cc2c(s1)-c1ccccc1OC2
[28] Cc1nnc(NC(=O)CSc2nnc(CC(=O)Nc3ccccc3F)n2C)s1
[29] CCOC(=O)C(O)(CC(=O)c1ccc(OC)cc1)C(F)(F)F (stereo not drawn)
[30] CCNc1nc(-c2cc3ccccc3o2)cs1
[31] Cc1ccc(C)c(NC(=O)CCN2CCCCC2)c1
[32] Clc1cc2nc(-c3cccnc3Cl)[nH]c2cc1Cl
assay / entry | 25 | 26 | 27 | 28 | 29 | 30 | 31 | 32
KAT2A inh | -23% | -2% | -16% | 0% | -7% | -3% | -2% | 1%
FEN1 inhibitor | nt | -3% | -2% | -12% | -2% | -11% | 1% | 3%
N370S GC | 17% | -2% | ? | 3% | -2% | 10% | 2% | 0%

[33] Cc1ccc(NC(=O)CSc2nnc(-c3ccoc3C)n2CCCN(C)C)cc1Cl
[34] CCC(C)[C@H](NC(=O)Nc1ccc2c(c1)OCCO2)C(=O)O (stereo partly drawn)
[35] COc1ccc(Cn2c(=O)n(-c3ccccc3C)c(=O)c3c4c(sc32)CN(C(C)=O)CC4)cc1
[36] CC(=O)c1cc(F)c(N2CCN(C(=O)COc3ccccc3F)CC2)cc1C
[37] CCc1ccc(CN(Cc2ccco2)C(=O)c2cc(-c3ccc(C)c(F)c3)on2)cc1
[38] CCCCc1cc(=O)oc2cc(C)c(CN3CCCC3)c(O)c12
[39] Cc1ccc(-n2nc3c(c2NC(=O)c2ccc4c(c2)OCO4)CS(=O)(=O)C3)c(C)c1
[40] Cc1ccc2c(c1C)NC(=O)CC(c1ccccc1O)=N2
assay / entry | 33 | 34 | 35 | 36 | 37 | 38 | 39 | 40
KAT2A inh | -4% | 2% | -4% | 2% | -3% | ? | -3% | 1%
FEN1 inhibitor | -9% | -3% | 12% | 3% | 12% | ? | -6% | 1%
N370S GC | -4% | 7% | nt | 1% | nt | 0% | -7% | -2%

[41] O=C(NCc1cccc(F)c1)C1CCCN(C(=O)N2CCOc3ccccc32)C1 (stereo not drawn)
[42] CSc1nnc(C)c(=O)n1COC(=O)c1cc(Cl)ccc1[N+](=O)[O-]
[43] COC(=O)/C=C1\C(=O)N(c2nc3ccccc3s2)C(=S)N1c1ccc(F)cc1
[44] CC(=O)c1ccc(Cl)c(Cl)c1Cl
[45] O=C(COc1ccccc1[N+](=O)[O-])Nc1ccc2oc(=O)ccc2c1
[46] CCn1c(CNC(=O)c2cccc(C)c2)nc2ccccc21
[47] Cc1[nH]c2ccc(OC(F)(F)F)cc2c1CCN1C(=O)c2ccc(C(=O)O)cc2C1=O
[48] C=C(C)Cn1c(SCC(=O)N/N=C/c2ccccc2OCC(=O)O)nnc1-c1ccc(Br)cc1
assay / entry | 41 | 42 | 43 | 44 | 45 | 46 | 47 | 48
KAT2A inh | -3% | -2% | -2% | 1% | -1% | 0% | 4% | 4%
FEN1 inhibitor | 1% | -4% | -3% | 17% | 19% | 15% | -13% | 10%
N370S GC | nt | 4% | 4% | -8% | ? | -3% | 3% | 0%

[49] Clc1ccc(OCc2cnc(Cl)s2)cc1
[50] CN(C)C1=NC[C@H](Cc2ccccc2)N1CC1CCC(C(C)(C)C)CC1 (stereo partly drawn)
[51] O=C1CCCc2nc3c(cc21)C(O)Oc1ccccc1-3 (stereo not drawn)
[52] N#Cc1cnn(-c2nc(SCc3ccccc3)nc3sc4c(c23)CCCC4)c1N
[53] Cc1cc(C)nc(SCCn2c(N3CC(C)OC(C)C3)nc3c2c(=O)n(C)c(=O)n3C)n1 (stereo not drawn)
[54] CCS(=O)(=O)c1ncc(Cl)c(C(=O)Nc2ccc(C)cc2)n1
[55] CN(C)S(=O)(=O)c1ccc2c(c1)nc(CCC(=O)NCc1ccc(Cl)cc1)n2C
[56] CCOC(=O)[C@H]1[C@H]2COc3cc(OC)ccc3[C@@H]2N2C(=O)c3cc(OC)ccc3NC(=O)[C@@]12C
assay / entry | 49 | 50 | 51 | 52 | 53 | 54 | 55 | 56
KAT2A inh | ? | -4% | -4% | -15% | -8% | -7% | -5% | -10%
FEN1 inhibitor | -6% | 0% | 12% | -3% | -15% | 4% | 5% | 9%
N370S GC | 6% | -15% | 3% | 6% | 22% | -13% | 9% | -4%

[57] Cc1ccccc1NCC(=O)N=Nc1c(O)[nH]c2ccc([N+](=O)[O-])cc12
[58] Cc1ccc2occ(CC(=O)Nc3ccc(S(=O)(=O)N4CCC(C)CC4)cc3)c2c1
[59] COc1ccc(-c2cc(C(F)F)n3ncc(C(=O)N4CCCc5ccccc54)c3n2)cc1
[60] COc1ccc2ccccc2c1CN1CCSCC1
[61] O=C(Nc1ncc(Cc2cccc(Cl)c2Cl)s1)C1CCCO1 (stereo not drawn)
[62] Cc1ccccc1-c1nc(CS(=O)(=O)CC(=O)NCCc2ccccc2)c(C)o1
[63] Cc1ccc(NC(=O)CN2C(=O)CCc3cc(S(=O)(=O)N4CCOCC4)ccc32)cc1F
[64] CCn1c(COc2cccc(OC)c2)nnc1SCC(=O)Nc1ccccc1C(=O)OC
assay / entry | 57 | 58 | 59 | 60 | 61 | 62 | 63 | 64
KAT2A inh | -2% | -9% | 1% | 0% | -1% | -6%&-4% | 24% | -5%
FEN1 inhibitor | -3% | -15% | 18% | 4% | 0% | -14%&1% | 13% | 3%
N370S GC | -1% | nt | 11% | -1% | 8% | -14% | nt | 24%

# Among those listed so far, 2 contain a cyano group.
[20] N#CCC(=O)N/N=C/c1cc(Br)ccc1OCc1cccc2ccccc12
[52] N#Cc1cnn(-c2nc(SCc3ccccc3)nc3sc4c(c23)CCCC4)c1N
assay / entry | 20 | 52
KAT2A inh | -7% | -15%
FEN1 inhibitor | -23% | -3%
N370S GC | -16% | 6%

# (further entries)
[65] CN(C)C(=O)COC(=O)c1cccc(S(=O)(=O)N2CC3(C)CC2CC(C)(C)C3)c1 (stereo not drawn)
[66] Cc1ccccc1C(=O)NC1CCN(CC(=O)Nc2ccccc2Cl)CC1
[67] CCOC(=O)c1cccc(C2=CC(=O)CC(C)(C)C2)c1
[68] O=C1N/C(=C/c2ccsc2)C(=O)N1c1ccccc1
[69] CC(C)NC(=O)CSc1nc(Cc2cccs2)nc2ccccc12
[70] Cn1c(CNC(=O)CCNC(=O)c2ccccc2)cc(=O)n(C)c1=O
[71] Cn1nc(C(=O)Nc2cccc(S(=O)(=O)N3CCOCC3)c2)c2ccccc2c1=O
[72] Cc1cccc(-n2c(O)c(C=Nc3ccccc3N)c(=O)[nH]c2=O)c1
assay / entry | 65 | 66 | 67 | 68 | 69 | 70 | 71 | 72
KAT2A inh | 0% | -17% | -4% | -5% | -11% | 1% | 1% | -3%
FEN1 inhibitor | -15% | -2% | -10% | 6% | -2% | -1% | -20% | 10%
N370S GC | nt | 1% | nt | -10% | 25% | -4% | nt | -8%

# Laid out differently: results already given
# Values run as follows: KAT2A inh, FEN1 inhibitor, N370S GC
65	CN(C)C(=O)COC(=O)c1cccc(S(=O)(=O)N2CC3(C)CC2CC(C)(C)C3)c1 (stereo not drawn)
    0%, -15%, nt
66	Cc1ccccc1C(=O)NC1CCN(CC(=O)Nc2ccccc2Cl)CC1
    -17%, -2%, 1%
67	CCOC(=O)c1cccc(C2=CC(=O)CC(C)(C)C2)c1
    -4%, -10%, nt
68	O=C1N/C(=C/c2ccsc2)C(=O)N1c1ccccc1
    -5%, 6%, -10%
69	CC(C)NC(=O)CSc1nc(Cc2cccs2)nc2ccccc12
    -11%, -2%, 25%
70	Cn1c(CNC(=O)CCNC(=O)c2ccccc2)cc(=O)n(C)c1=O
    1%, -1%, -4%
71	Cn1nc(C(=O)Nc2cccc(S(=O)(=O)N3CCOCC3)c2)c2ccccc2c1=O
    1%, -20%, nt

# Carrying on:
[73] O=C(Oc1cccc(-n2cnnn2)c1)C1CCCCC1
[74] O=C(Cn1nc(-c2ccc3c(c2)OCCO3)ccc1=O)Nc1ccc(N2CCOCC2)cc1
[75] CC(=O)c1cccc(S(=O)(=O)Nc2ccc3nc(C)sc3c2)c1
[76] COC(=O)c1[nH]c2ccccc2c1NC(=O)CNC1CCCCC1
[77] COc1cc(C)ccc1S(=O)(=O)N1CCN(C23CC4CC(CC(C4)C2)C3)CC1
[78] Cc1ccc(N)cc1NC(=O)CN1CCOCC1
[79] COc1ccc(NC(=O)CSc2nc3ccccc3c(=O)n2CCNC(C)=O)cc1
[80] CC1CCC2(CC1)NC(=O)N(CC(=O)N1c3ccccc3CC1C)C2=O (stereo not drawn)
[81] Cc1cc2c(n1-c1ccc(C(=O)NCC(C)c3ccccc3)cc1)CCCC2 (stereo not drawn)
[82] CC1C(=O)N(C)C(=O)c2nc[nH]c21 (stereo not drawn)
[83] Cc1ccc(C(=O)O/N=C/c2ccc3c(c2)OCO3)cc1
assay / entry | 73 | 74 | 75 | 76 | 77 | 78 | 79 | 80 | 81 | 82 | 83
KAT2A inh | -1% | 1% | 0% | ? | -1% | ? | -1% | 2% | 2% | -1% | -1%
FEN1 inhibitor | -7% | nt | 0% | -1% | 2% | 3% | 3% | 5% | 13% | nt | -3%
N370S GC | -7% | 0% | -5% | 18% | -9% | -22% | -19% | nt | nt | 5% | 8%

# Reformatted with values ahead of the structure: entries from further up
item | KAT2A inh | FEN1 inhibitor | N370S GC | Structure
75 | 0% | 0% | -5% | CC(=O)c1cccc(S(=O)(=O)Nc2ccc3nc(C)sc3c2)c1
76 | ? | -1% | 18% | COC(=O)c1[nH]c2ccccc2c1NC(=O)CNC1CCCCC1
77 | -1% | 2% | -9% | COc1cc(C)ccc1S(=O)(=O)N1CCN(C23CC4CC(CC(C4)C2)C3)CC1
78 | ? | 3% | -22% | Cc1ccc(N)cc1NC(=O)CN1CCOCC1

# From PubChem
